beta cell repl: inducers of MIN6 beta-cell proliferation, primary screen, ATP luminescence, uHTS; MIN6 cells proliferation, ATPlite luminescence, 48 h; cells starved in 0.2% serum; 100% = growth in 10% serum; proliferation, % at 10 µM; 330,000 compounds, 0.29% hits; AID 2380, 2010;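 active = compounds whose signal lies at least 3.5 SD above the mean of all wells on their plate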;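 note: 0% = DMSO-treated cells in low-serum medium and 100% = 10% serum control; some compounds called inactive have numbers as strong as hits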
TIM10 inh: growth inhibitors of isogenic TIM10 control yeast, primary screen, counter-screen for tim10-1 yeast inhibitor project, luminescence, uHTS; S. cerevisiae TIM10 strain growth, BacTiter-Glo luminescence, 24 h; inhibition, % at 10 µM; 330,000 compounds, 1.4% hits; AID 463195, 2010;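 active = inhibition of 40% or more at the single tested concentration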;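 note: wild-type TIM10 isogenic control strain grown at permissive 25 °C; 0% = DMSO yeast wells and 100% = minimal medium wells without yeast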
mIAP block: inhibitors of mouse IAP, primary screen, biochemical, luminescence, uHTS; inhibition, % at 10 µM; intestinal alkaline phosphatase [Mus musculus]; 330,000 compounds, 0.2% hits; purified mouse IAP, CDP-Star luminescence, 30 min;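 active = inhibition of at least 40% at 10 µM in the primary screen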;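 note: plate controls were DMSO with enzyme for no effect and no enzyme wells for full effect; values of inactives mirror those of a sister screen read the other way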
hIAP inh: human IAP inhibitors, primary screen, biochemical, luminescence, uHTS. purified IAP, CDP-Star luminescence, 30 min. inhibition, % at 10 µM. 330,000 compounds, 0.12% hits. Intestinal-type alkaline phosphatase (Homo sapiens), P09923;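 active = inhibition reaching a set limit with compound at 10 µM in the primary screen, cut at about 35% in these data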;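 note: plate controls were DMSO wells with enzyme for no effect and no-enzyme buffer wells for full effect; values of inactives mirror those of a sister screen read the other way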
Target sequence (P09923 whole entry, looked up): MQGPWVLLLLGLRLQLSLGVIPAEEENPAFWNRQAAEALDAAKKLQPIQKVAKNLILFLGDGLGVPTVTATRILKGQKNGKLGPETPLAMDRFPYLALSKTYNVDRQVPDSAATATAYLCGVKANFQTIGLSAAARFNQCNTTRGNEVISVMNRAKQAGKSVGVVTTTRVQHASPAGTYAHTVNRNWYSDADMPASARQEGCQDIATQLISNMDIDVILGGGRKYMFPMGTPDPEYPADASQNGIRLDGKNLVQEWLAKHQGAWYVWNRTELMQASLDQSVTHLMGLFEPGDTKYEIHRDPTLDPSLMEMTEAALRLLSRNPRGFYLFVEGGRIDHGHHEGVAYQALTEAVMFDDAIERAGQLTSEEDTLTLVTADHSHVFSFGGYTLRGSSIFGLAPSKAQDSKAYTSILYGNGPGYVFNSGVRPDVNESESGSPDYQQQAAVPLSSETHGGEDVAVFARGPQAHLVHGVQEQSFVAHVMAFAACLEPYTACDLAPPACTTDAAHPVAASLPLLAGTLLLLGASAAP
tim10-1 inh: growth inhibitors of tim10-1 mutant yeast, primary screen, luminescence, uHTS. 330,000 compounds, 2.2% hits. inhibition, % at 20 µM. S. cerevisiae tim10-1 ts strain growth, BacTiter-Glo, 24 h. AID 463190, 2010;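 active = inhibition of at least 40%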;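 note: mutant grown at 25 °C; 0% = DMSO wells with yeast and 100% = wells holding no yeast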
mIAP activ: activators of mouse IAP, primary screen, biochemical, luminescence, uHTS. intestinal alkaline phosphatase [Mus musculus]. muIAP, CDP-Star luminescence, 30 min; active compounds read high; 1 = vehicle-only enzyme signal, 0 = enzyme-free wells. activation factor at 10 µM. 330,000 compounds, 0.24% hits;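 active = activation factor of at least 2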; note: the source names both 10 and 20 µM as test concentration; values of inactives mirror those of a sister screen read the other way
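Assay system: mouse IAP enzyme; reagent: chemiluminescent substrate CDP-Star; dosing: test compounds delivered from DMSO solution; schedule: 30 min at room temperature; measured by: luminescence from enzymatic CDP-Star hydrolysis; controls: DMSO-only wells and no-enzyme negative control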
A3A deaminase: APOBEC3A ssDNA deaminase inhibitors, primary screen, selectivity assay for APOBEC3G inhibitor project, biochemical, FAM/TAMRA oligo cleavage fluorescence | inhibition, % at 20 µM | 330,000 compounds, 0.41% hits | DNA dC->dU-editing enzyme APOBEC-3A (Homo sapiens), P31941 | recombinant A3A, FAM/TAMRA ssDNA deamination fluorescence;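 active = at least 40% inhibition at 20 µM here, with at most 30% in a related deaminase screen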;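 note: plate controls were A3A with DMSO for no effect and wells lacking A3A enzyme for full effect; some results filed as inactive read as strong as hits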
NLRP3 yeast inh: NALP3 inflammasome inhibitors in reconstituted yeast, primary screen, luminescence, uHTS; Yeast reconstituted NLRP3/ASC/caspase-1, beta-gal luminescence, 24 h; inhibition, % at 10 µM; 330,000 compounds, 0.39% hits; AID 2825, 2010;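 active = inhibition of 50% or more; inactive = inhibition below 50%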;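 note: plate controls were induced DMSO wells for no effect and uninduced yeast grown without galactose for full effect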
APOBEC3G inh: APOBEC3G DNA deaminase inhibitors, primary screen, biochemical, fluorescence, single-stranded DNA substrate, uHTS | DNA dC->dU-editing enzyme APOBEC-3G (Homo sapiens), Q9HC16 | recombinant A3G, ssDNA deamination FAM/TAMRA fluorescence | inhibition, % at 20 µM | 330,000 compounds, 0.28% hits;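 active = inhibition of at least 40% at 20 µM, with no more than 30% in the related APOBEC3A deaminase screen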;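 note: plate controls were DMSO wells with A3G for no effect and wells lacking A3G enzyme for full effect; some compounds called inactive have numbers as strong as hits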
Target sequence (Q9HC16 whole entry, looked up): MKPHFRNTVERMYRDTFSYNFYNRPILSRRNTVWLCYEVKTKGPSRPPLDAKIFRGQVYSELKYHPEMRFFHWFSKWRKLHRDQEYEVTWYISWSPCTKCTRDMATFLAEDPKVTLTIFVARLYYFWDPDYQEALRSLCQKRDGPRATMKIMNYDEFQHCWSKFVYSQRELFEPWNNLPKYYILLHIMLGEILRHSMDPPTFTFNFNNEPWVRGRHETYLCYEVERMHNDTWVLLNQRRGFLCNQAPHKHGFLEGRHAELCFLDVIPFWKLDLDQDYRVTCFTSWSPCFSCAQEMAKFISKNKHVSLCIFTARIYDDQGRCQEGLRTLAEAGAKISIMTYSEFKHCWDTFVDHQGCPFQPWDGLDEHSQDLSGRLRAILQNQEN
* = called active by the depositor.

Values in the order: beta cell repl, TIM10 inh, mIAP block, hIAP inh, tim10-1 inh, mIAP activ, A3A deaminase, NLRP3 yeast inh, APOBEC3G inh
- NC(=O)NC(=O)COC(=O)CC12CC3CC(CC(C3)C1)C2
  2, 4, -5, 6, -1, 1, 3, 22, -3
- N#Cc1cn(-c2ccccc2)nc1-c1cc2ccccc2oc1=O
  -2, 18, 1, -23, 15, 0.99, -8, 9, -9
- O=C(Cc1ccccc1)NCC(=O)OCc1ccc([N+](=O)[O-])cc1
  -3, 1, -12, 8, 11, 1.1, -1, 13, -9
- COC(=O)C1=C(C)NC(C)=C(C(=O)OC)C1c1ccc(-c2cccc(Cl)c2Cl)o1
  -3, 12, 9, 3, 23, 0.91, 2, 7, 4
- CC1CCC(NC(=O)CN2CCC(n3nnc4cc(F)ccc43)CC2)CC1 (stereo not given)
  -3, 16, -2, -4, 35, 1, -3, 15, -5
- COCCNC(=O)C(c1cccnc1)N(Cc1ccccc1)C(=O)Cn1nnc2ccccc21 (stereo not given)
  -3, 7, 2, -3, 6, 0.98, -3, 10, -7
- COc1ccc(Br)cc1C(=O)NC(=S)Nc1ccc(CN2CCOCC2)cc1
  -1, 35, 1, 2, 55*, 0.99, -5, 5, -3
- Cc1[nH]c2ccc(F)cc2c1CCN(Cc1cccnc1)C(=S)Nc1ccc(F)cc1
  -2, 5, -8, -32, 3, 1.1, 1, 10, -1
- CCOC(=O)[C@H]1[C@H]2COc3ccc(OC)cc3[C@@H]2N2C(=O)CN(Cc3ccco3)C(=O)[C@@]12C
  4, 1, -4, 11, 5, 1, -1, 5, -3
- CC(C)Oc1ccc(CNC(=O)Cn2ccc3cc(S(=O)(=O)N4CCCC4)ccc32)cc1
  1, -1, -22, -19, 26, 1.2, -4, -1, -8
- COc1ccc(C(=O)c2ccc([N+](=O)[O-])cc2Cl)cc1
  -1, 1, -2, 2, 21, 1, 0, 14, -6
- Cc1ccc(C(C(=O)NCc2ccco2)N(C(=O)CNC(=O)c2cccs2)c2c(C)cccc2C)cc1 (stereo not given)
  -4, -22, -2, 13, 11, 1, 12, -3, -5
- Cn1c(SCc2nc3ccccc3[nH]2)nnc1-c1cccnc1
  2, 6, 5, 0, 1, 0.95, -1, -11, -7
- COc1ccc(-n2c(N)c(C#N)c3ccc([N+](=O)[O-])cc3c2=O)cc1
  3, 14, 10, 13, 6, 0.9, -6, 10, -6
- Nc1ccc(Nc2nc(-c3ccncc3)cs2)cc1
  -3, 5, 18, 3, -6, 0.82, -4, 40, -4
- CCC(C)c1ccccc1NC(=O)COC(=O)C1=NN(c2ccccc2)C(=O)CC1 (stereo not given)
  0, 1, -15, 5, -4, 1.2, 1, -6, -2
- CCOc1ccc(NC(=O)CN(C)C(=O)c2ccc3[nH]c4c(c3c2)CC(C)CC4)cc1OCC (stereo not given)
  -3, 6, -40, -9, 19, 1.4, 2, 16, -2
- C/C(Sc1nnc(Cc2ccccc2)o1)=C(/O)c1ccccc1
  -3, 3, 2, -5, 0, 0.98, -2, 17, -5
- Cc1cc(C)c(-c2csc(NC(=O)c3cc([N+](=O)[O-])ccc3N3CCOCC3)n2)c(C)c1
  -4, 4, 8, -10, 13, 0.92, -3, 2, 12
- Cc1cc(=O)oc(C)c1C(=O)NCC(C)NC(=O)c1c(C)cc(=O)oc1C (stereo not given)
  2, 3, 1, -5, 7, 0.99, -2, -1, -4
- Cc1ccccc1NC(=O)Cn1cnc2c(oc3nc4c(cc32)CCCC4)c1=O
  -1, -3, 4, 8, 6, 0.96, 0, -9, 2
- Cc1ccc(CNC(=O)C2CC(c3cccc(F)c3)=NO2)cc1 (stereo not given)
  -6, -9, -16, -33, 5, 1.2, -6, 17, -2
- OCc1nc(CO)n(Cc2ccccc2)n1
  -2, 7, -5, -33, 4, 1, -1, 6, -2
- CCCCN1C(=O)C(=O)N(CC(=O)N2CCN(c3ccccc3)CC2)C1=O
  2, 10, -2, -13, -15, 1, 1, 17, -7
- CC1(c2ccccc2)NC(=O)N(CC(=O)Nc2cccc(C#N)c2)C1=O (stereo not given)
  0, -12, -9, 4, 8, 1.1, -3, 13, -5
- Cc1c(N=Cc2c(O)n(C)c(=O)c3ccccc23)c(=O)n(-c2ccccc2)n1C
  -1, 14, 6, 9, 22, 0.94, -12, 16, -4
- CCOc1ccc(NC(=O)CN2CCN(CC(=O)Nc3ccc(C(N)=O)cc3)CC2)cc1
  -1, 3, -8, -3, -1, 1.1, 6, -2, -3
- Cc1ccc(S(=O)(=O)Nc2cccc(Cl)c2)cc1NC(=O)c1cccnc1
  -1, 7, -3, 3, 11, 1, 0, 3, -7
- CCN(Cc1ccccc1)S(=O)(=O)c1cc2c3c(c1)CCN3C(=O)CC2
  1, -18, -1, 15, -11, 1, -1, -1, -1
- O=C(NC1CCCCC1)C(=O)c1c[nH]c2ccccc12
  -1, 8, 5, -16, -2, 0.95, -8, 37, 6

The final 6 compounds of the section above are carried over, then new ones follow:
Values in the order: beta cell repl, TIM10 inh, mIAP block, hIAP inh, tim10-1 inh, mIAP activ, A3A deaminase, NLRP3 yeast inh, APOBEC3G inh
- CC1(c2ccccc2)NC(=O)N(CC(=O)Nc2cccc(C#N)c2)C1=O (stereo not given)
  0, -12, -9, 4, 8, 1.1, -3, 13, -5
- Cc1c(N=Cc2c(O)n(C)c(=O)c3ccccc23)c(=O)n(-c2ccccc2)n1C
  -1, 14, 6, 9, 22, 0.94, -12, 16, -4
- CCOc1ccc(NC(=O)CN2CCN(CC(=O)Nc3ccc(C(N)=O)cc3)CC2)cc1
  -1, 3, -8, -3, -1, 1.1, 6, -2, -3
- Cc1ccc(S(=O)(=O)Nc2cccc(Cl)c2)cc1NC(=O)c1cccnc1
  -1, 7, -3, 3, 11, 1, 0, 3, -7
- CCN(Cc1ccccc1)S(=O)(=O)c1cc2c3c(c1)CCN3C(=O)CC2
  1, -18, -1, 15, -11, 1, -1, -1, -1
- O=C(NC1CCCCC1)C(=O)c1c[nH]c2ccccc12
  -1, 8, 5, -16, -2, 0.95, -8, 37, 6
- CC(C)(C)OC(=O)C[C@@H]1C/C=C\C[C@H](CC(=O)NCCO)C(=O)NC[C@@H](c2ccccc2)OC1=O
  -3, 6, 9, 2, -1, 0.91, -4, 7, -10
- CCOc1cc(S(=O)(=O)N2CCCC2)ccc1Cl
  -1, -4, -6, -16, 8, 1.1, 1, 49, 0
- CCC(=O)N1CCc2cc(Br)cc(S(=O)(=O)CC(=O)OC)c21
  -1, -5, -13, -9, -11, 1.1, -2, 14, -7
- Brc1ccccc1C1=Nn2c(nnc2-c2ccccc2)SC1
  3, 6, 1, 0, 31, 0.99, 3, 25, 1
- Clc1ccc(OCc2nnnn2-c2ccccc2)cc1
  0, 7, -4, -15, 39, 1, 0, -114, 3
- OC(COc1ccc(Cl)cc1Cl)CN1CCc2ccccc2C1 (stereo not given)
  -3, 5, -8, -32, -8, 1.1, -4, 35, -3
- CCN(Cc1ccccc1)C(=O)C1CCN(Cc2ccc(OC)c(OC)c2OC)CC1
  -2, -3, -12, 2, -4, 1.1, -5, -6, -6
- C=COCCNC(=O)C(=O)NCC(C)C
  0, -9, 12, -4, 1, 0.88, 5, 21, 1
- O=C(CN1C(=O)c2cccc3cccc1c23)Nc1ccc2c(c1)OCO2
  -1, 1, 5, 0, 5, 0.95, 0, 17, -4
- NNC(=O)CN1CCCc2ccccc21
  0, -5, 6, -4, -17, 0.94, -4, -10, -6
- CN(C)c1nc(Nc2ccc(Cl)c(Cl)c2)nc(N(C)C)n1
  1, 2, 4, -10, -1, 0.96, -3, 16, -2
- Cc1cc(C)n(CCC(=O)N2c3ccccc3CC2C)n1 (stereo not given)
  1, 4, -5, 0, 13, 1, 5, 10, 5
- CCOc1ccc(OCC)c(NC(=O)C2CCN(c3ncccn3)CC2)c1
  2, 21, 7, 4, 26, 0.93, -1, -10, -1
- CC(=O)NCCn1c(C)cc2ccccc21
  1, 0, -2, 6, -4, 1, -1, 15, -4
- O=c1c2cnn(-c3ccccc3)c2nnn1/N=C/c1cccnc1
  0, 14, -5, 4, 24, 1, -12, 12, 7
- Cc1nn(-c2ccc(Br)cc2)c(=O)c2ccccc12
  0, 2, -2, 11, 24, 1, 1, 32, -6
- CCOC(=O)N1CCN(c2cc(=O)n(C3CCCCC3)c(=O)[nH]2)CC1
  2, 8, 2, -2, -7, 0.98, -4, 1, -6
- CC(=O)Nc1nc(C)c(S(N)(=O)=O)s1
  -2, -1, 0, 2, 3, 1, 0, -4, -3
- O=C(CSc1nnc(Nc2ccccc2F)s1)NC(=O)CN1CCCC1=O
  -2, 0, -1, -4, 8, 1, 27, 7, 4
- CCCC(=O)N(c1ccc(OCC)cc1)S(=O)(=O)c1ccc2c3c(cccc13)C(=O)N2C
  -3, -1, -1, 2, 6, 1, -1, 14, -8
- O=C(N/N=C/c1cccs1)c1cc(-c2ccc(Cl)s2)[nH]n1
  0, 7, 4, -102, -8, 0.96, 2, 5, -1
- Cc1ccc(Cl)cc1NC(=O)C1CC(=O)N(C(C)C)C1 (stereo not given)
  2, -6, -1, 2, -13, 1, -7, 23, -4
- COc1ccc2c(c1OC)CN(C)CCc1cc3c(cc1C(=O)C2)OCO3
  1, -12, 1, 1, 5, 0.99, 9, 0, 1
- O=C1CSC(c2cccnc2)N1CCc1ccccn1 (stereo not given)
  -1, -4, 10, -5, -12, 0.9, -1, 9, -1
- CCCCn1c(SCc2nc3ccccc3s2)nc2cc(S(N)(=O)=O)ccc21
  0, 15, 11, 6, 26, 0.89, 0, 3, -2
- COc1ccccc1C1=NOC(C)(c2nnc(Cc3ccccc3)o2)C1 (stereo not given)
  -2, 2, -2, -30, -6, 1, -1, 12, 0
- O=c1cc(O)sc2ccccc12
  1, 5, -6, -31, -7, 1.1, 7, 16, -7
- N#CCSc1nc2ccccc2c(=O)n1CCCC(=O)NCC1CCCO1 (stereo not given)
  -3, 7, -5, 0, 9, 1, -2, -10, -8
